# Rtt109 HAT inh = inhibitors of C. albicans Rtt109/Vps75 HAT, primary screen, biochemical, ThioGlo CoA-SH fluorescence, plate reader; 0.16% of 330,000 active; purified Rtt109/Vps75, 4 h; Histone acetyltransferase RTT109 (Candida albicans (strain SC5314 / ATCC MYA-2876)), …; inhibition, % at 34.9 µM; AID 540336, 2011;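 active = inhibition of at least 50% in every replicate; inconclusive = best replicate reaches 50% inhibition but some replicates fall short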
# Target sequence (Q5AAJ8 whole entry, looked up): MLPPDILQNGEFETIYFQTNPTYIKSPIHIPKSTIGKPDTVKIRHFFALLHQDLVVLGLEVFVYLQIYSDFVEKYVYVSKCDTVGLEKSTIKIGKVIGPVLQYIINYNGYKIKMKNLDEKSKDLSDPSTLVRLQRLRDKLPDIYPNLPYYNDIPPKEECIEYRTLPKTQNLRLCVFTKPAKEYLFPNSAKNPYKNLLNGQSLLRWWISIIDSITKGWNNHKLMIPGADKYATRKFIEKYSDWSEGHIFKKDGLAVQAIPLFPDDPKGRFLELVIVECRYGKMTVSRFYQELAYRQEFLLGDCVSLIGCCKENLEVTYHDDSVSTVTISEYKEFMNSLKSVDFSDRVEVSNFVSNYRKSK
# Cardiac RTF inh = cardiac RTF calcium sensitivity inhibitors, primary screen, biochemical, IANBD-TnC fluorescence, EC70 calcium; IANBD-labeled cardiac RTF, Ca2+ fluorescence; inhibition, % at 7.15 µM; 0.12% of 340,000 active; AID 493244, 2011;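 active = inhibition above the mean inhibition of all tested compounds plus 3 SD, cut at about 17% in these data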;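 note: assay run at fixed EC70 calcium of 1.6 mM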
# NSD2 HMT inh = NSD2 histone methyltransferase inhibitors, primary screen, biochemical, AlphaScreen, single concentration, set 2; 0.54% of 310,000 active; inhibition, % at 12.5 µM; Histone-lysine N-methyltransferase NSD2 (Homo sapiens), O96028; NSD2 peptide methylation, 120 min; in the data active = inhibition above about 50%
# PvdQ inh = P. aeruginosa PvdQ acylase inhibitors, primary screen, biochemical, fluorescence, plate reader and imaging, single point; PvdQ acylase [Pseudomonas aeruginosa LESB58]; purified PvdQ acylase; inhibition, % at 10 µM; 0.063% of 340,000 active; in the data active = inhibition above about 30%, passing the limit was not always enough; inconclusive = no clear call, values can overlap the other calls;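 note: 0% = vehicle neutral wells and 100% = reference inhibitor wells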
# cardiac RTF act = cardiac RTF calcium sensitivity activators, primary screen, biochemical, IANBD-TnC fluorescence, EC20 calcium; Troponin I, cardiac muscle (Homo sapiens) + Troponin T, cardiac muscle (Homo sapiens) + …; IANBD-labeled TnC RTF fluorescence at EC20 calcium; 0% EC20 calcium, 100% full calcium; activation, % at 7.2 µM; 0.24% of 340,000 active; AID 493008, 2010;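 active = activation above the mean over all tested compounds plus 3 SD, cut at about 30% in these data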;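 note: rise in fluorescence read as greater calcium sensitivity of cardiac thin filaments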
# Mot1-301 SUMO = yeast Mot1-301 growth rescue at high temperature, primary screen, SUMOylation pathway inhibitor project, S. cerevisiae, ATP luminescence, 38.5C | AID 2716, 2010 | S. cerevisiae Mot1-301 growth rescue; percent above DMSO median, 100 means doubled | growth rescue, % at 18.8 µM | 1% of 320,000 active;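 active = every valid replicate shows activation above 250% relative to neutral control wells; inactive = the rest, any valid replicate at or below 250%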;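 note: OY570 slx delta 5 strain wells were the positive control but not used for scaling; some compounds called inactive have numbers as strong as hits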
# LANA DNA inh = inhibitors of KSHV C-LANA binding to DNA, primary screen, biochemical, fluorescence polarization, FAM-LBS DNA, MBP-C-LANA, single point; 0.078% of 340,000 active; Kaposi's sarcoma herpesvirus LANA C-terminal domain (residues 932-1162) DNA binding; inhibition, % at 9 µM;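 active = highest replicate inhibition at or above 60% at 9 µM, even if other replicates fall short; inactive = all replicates below 60% inhibition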;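 note: 0% = neutral control wells and 100% = 4 µM acridine orange control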
# PfHsp90 set2 = growth inhibition of PfHsp90-expressing yeast, primary screen, antimalarial PfHsp90 inhibitor project, S. cerevisiae, BacTiter-Glo luminescence, single point, set 2. BacTiter-Glo ATP, 48 h; yeast lacking PDR1 and PDR3 efflux regulators. inhibition, % at 9.4 µM. 0.32% of 310,000 active. AID 504621, 2011;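 active = every replicate shows inhibition above about 80%, whatever the replicate mean, limit read from the data; inconclusive = mean inhibition reaches the set limit but some replicate falls short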;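 note: 0% = DMSO neutral controls and 100% = 20 µM radicicol positive controls; yeast relying on Plasmodium falciparum Hsp90 in place of its own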
# Keap1-Nrf2 PPI = Keap1-Nrf2 protein-protein interaction inhibitors, primary screen, biochemical, fluorescence polarization, single point. Keap1 Kelch-Nrf2 peptide fluorescence polarization, 1536-well. AID 504523, 2011. Kelch-like ECH-associated protein 1 (Homo sapiens), Q14145. inhibition, % at 9.4 µM. 0.15% of 340,000 active; in the data active = inhibition above about 12%; inconclusive = no clear call, values can overlap the other calls; inactive = below about 7.3%;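 note: human Keap1 Kelch domain with fluorescein labeled Nrf2 9mer peptide probe; 0% = neutral control wells and 100% = peptide positive control; higher means more block of Keap1 binding to Nrf2 peptide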
# Target sequence (Q14145 whole entry, looked up, the tested form may be a part): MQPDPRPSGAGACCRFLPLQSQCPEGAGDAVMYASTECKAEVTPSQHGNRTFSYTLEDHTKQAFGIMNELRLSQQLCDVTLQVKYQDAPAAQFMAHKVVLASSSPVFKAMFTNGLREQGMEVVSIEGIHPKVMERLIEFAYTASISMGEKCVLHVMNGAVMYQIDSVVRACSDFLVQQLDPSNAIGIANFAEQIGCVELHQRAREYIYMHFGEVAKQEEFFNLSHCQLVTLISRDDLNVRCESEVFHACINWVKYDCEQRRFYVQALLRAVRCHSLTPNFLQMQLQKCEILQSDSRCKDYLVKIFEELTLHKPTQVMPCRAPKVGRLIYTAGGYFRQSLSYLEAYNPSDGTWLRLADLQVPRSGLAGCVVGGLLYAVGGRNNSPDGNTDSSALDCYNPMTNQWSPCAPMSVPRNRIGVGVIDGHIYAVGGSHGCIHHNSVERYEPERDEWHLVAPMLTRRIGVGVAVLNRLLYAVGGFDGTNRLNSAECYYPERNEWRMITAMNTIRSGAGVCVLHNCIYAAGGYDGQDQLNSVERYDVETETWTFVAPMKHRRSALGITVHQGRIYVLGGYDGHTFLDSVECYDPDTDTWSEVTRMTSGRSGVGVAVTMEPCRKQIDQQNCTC
# dFosB activator = activators of delta FosB homodimer, primary screen, biochemical, fluorescence polarization, TAMRA-CDK5 oligo, single point | purified delta FosB; percent of positive-control signal above neutral wells | Protein FosB (Mus musculus), P13346 | AID 493131, 2011 | 0.99% of 340,000 active | activation, % at 25 µM;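 active = mean activation above about 17%, with every replicate also reaching it, limit read from the data, passing the limit was not always enough; inconclusive = only one of the two conditions met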;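 note: fluorescence polarization rise as delta FosB binds a TAMRA Cdk5 AP-1 oligo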
# CDK5 inh = inhibitors of human CDK5/p35 kinase, primary screen, biochemical, single concentration; Cyclin-dependent kinase 5 (Homo sapiens) + Cyclin-dependent kinase 5 activator 1 (Homo …; Recombinant CDK5/p35, ADP-Glo luminescence, 60 min; inhibition, % at 10 µM; 0.01% of 330,000 active;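 active = highest replicate inhibition of at least 50% and at least 75% of replicates reaching 50%; inconclusive = only one of the two criteria met; inactive = both criteria failed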;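 note: plate controls were DMSO neutral control for no effect and GW8510 at 10 µM for full effect; many of its hits are not listed in these tables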
# * = called active by the depositor; ? = inconclusive; nt = not tested or not shown.
no.	SMILES	Rtt109 HAT inh	Cardiac RTF inh	NSD2 HMT inh	PvdQ inh	cardiac RTF act	Mot1-301 SUMO	LANA DNA inh	PfHsp90 set2	Keap1-Nrf2 PPI	dFosB activator	CDK5 inh
1	CC(C)COc1ccc(C(=O)CCN2CCCCC2)cc1	0	1	0	-9	-5	19	-0.4	7	-5	-5	-0.1
2	CCCCNC(=O)c1onc(CSc2ccccc2)c1C(=O)NCCCC	-5	1	nt	-9	-4	7	0.0	-2	-7	-13	-0.2
3	COc1ccc(NC(=O)CSc2nnc(COc3ccccc3)n2Cc2ccco2)cc1OC	-2	6	nt	-8	-7	249	-2.0	3	-5	-8	0.2
4	CCOc1ccc(CCNC(=O)c2nnn(CC(=O)Nc3c(C)cc(C)cc3C)c2N)cc1OCC	6	-9	31	2	0	-6	1.0	13	0	29*	1.1
5	CCOc1ccccc1CNC(=O)CCNC(=O)Cn1ccc2ccccc2c1=O	7	-5	-3	7	-11	276	0.5	19	-5	23*	2.0
6	COC(=O)C1=C(C)NC(C)=C(C(=O)OCC(C)C)C1c1ccccc1[N+](=O)[O-] (centres undefined)	1	-1	nt	-18	15	-6	1.2	57	-57	-12	1.6
7	Cc1ccc(-c2ccc(CCC(=O)O)n2-c2cccc(O)c2)cc1	-11	-7	39	-12	4	1	-0.4	8	-2	-9	0.1
8	O=C(NCC1CCCO1)c1ccc(NS(=O)(=O)c2cccs2)cc1 (centres undefined)	-1	-5	1	-9	3	13	2.8	-29	0	-5	1.0
9	CC(C)CNC1CS(=O)(=O)CC1O (centres undefined)	-9	4	0	3	4	11	0.3	-1	-3	-1	-0.3
10	Cc1ccnc(NC(=S)NC(=O)c2ccco2)c1	5	3	1	-15	0	nt	2.6	26	-4	-1	2.4
11	CC(=O)N1c2ccc(S(=O)(=O)NCC3CCC(C(=O)N4CCCC(C)C4)CC3)cc2CC1C (centres undefined)	-2	0	2	-18	3	-1	0.6	9	-3	-17	0.8
12	CCc1ccccc1OCCOc1ccc(C)cc1OC	-24	-9	-5	-20	-2	9	-0.8	-27	-3	-6	-6.2
13	CCCn1nnc(NC(=S)NC(=O)c2ccc(-c3ccc(Br)cc3)o2)n1	-10	-8	1	-21	8	4	0.4	-36	-7	-8	-7.0
14	O=C(Nc1ccc(F)cc1)c1cccc(N2C(=O)C3C4CCC(C4)C3C2=O)c1 (centres undefined)	-15	2	2	-7	0	6	-0.2	10	1	1	-0.3
15	CSc1ccccc1NC(=O)Cc1ccc(Br)cc1	14	1	-2	6	-2	13	-0.2	-3	1	-2	-0.9
16	COCCNC(=O)C(=O)NCC1OCCN1S(=O)(=O)c1cccs1 (centres undefined)	-3	4	nt	-10	4	-7	-0.2	0	5	-5	0.0
17	CCC(C)N1CC23C=CC(O2)C(C(=O)OC)C3C1=O (centres undefined)	-2	-4	nt	-1	-2	-3	-0.1	-15	5	-7	-0.3
18	O=C(NCCN1CCOCC1)c1cc2ccccc2[nH]1	-5	-16	-1	-12	6	-1	-0.1	3	-2	5	0.9
19	CCOC(=O)c1sc(NC(=O)CSC(=S)N2CCN(C)CC2)nc1C	-4	-7	0	-11	-3	19	54	1	5	-24	6.8
20	O=C(NCc1nnc(SCC(=O)N2CCOCC2)o1)c1ccccc1F	-3	2	-3	-20	-3	165	1.1	14	-3	2	-0.7
21	CCCCc1ccc(S(=O)(=O)NCCCN2CCCC2=O)cc1	-6	1	1	-8	1	-17	2.7	-15	2	-3	0.0
22	Cc1ccc(Cl)cc1N1CCN(C(=O)CCS(=O)(=O)c2cccc3nonc23)CC1	-10	0	1	18	1	-3	-0.8	-1	-2	-4	1.0
23	COc1cc2nc(CSc3ncn[nH]3)[nH]c(=O)c2cc1OC	9	0	5	-17	-2	556*	1.1	15	0	-5	0.3
24	Cc1ccc(/C=C/c2ccc(=O)n(Cc3ccc(F)cc3)n2)cc1	-7	-13	-3	-3	1	10	1.2	-21	2	-12	-0.2
25	COc1ccc(NC(=O)Cn2c(-c3ccccc3)cc(C(C)=O)c2C)c(OC)c1	nt	-5	-3	0	4	5	-0.5	-14	-2	?	1.1
26	COc1ccc(NC(=O)CSC2=C(C#N)C(c3ccco3)C(C(=O)Nc3nc4ccccc4s3)=C(C)N2)cc1 (centres undefined)	-15	-7	-2	-4	2	10	1.2	-7	-2	1	-0.5
27	COc1cc2nc(NC(=O)c3ccc(Cl)cc3)[nH]c(=O)c2cc1OC	0	-3	0	-11	4	15	-0.7	-6	-4	-15	0.6
28	CCCCC(OC(=O)c1cc2occc2n1C)C(=O)NCC1CCCO1 (centres undefined)	-33	-16	-1	-5	5	9	-0.5	-16	0	0	-1.4
29	CCOc1ccc(Br)cc1CSC(=N)N	0	12	-4	-12	-4	5	-0.6	20	2	-2	2.2
30	CCC1(c2ccc(Cl)cc2)NC(=O)N(CC(=O)NC2(C#N)CCCCC2)C1=O (centres undefined)	3	-4	0	-19	-3	-3	-0.1	nt	-4	-15	1.4
31	CCOc1ccc(S(=O)(=O)NCc2ccccn2)c(C)c1C	-9	-3	-5	-6	-9	12	0.3	93*	-3	-3	1.6
32	Cc1cc(C)cc(N(C(=O)c2cc3ccccc3oc2=O)C2C=CS(=O)(=O)C2)c1 (centres undefined)	12	-7	0	9	-2	-6	0.0	23	-5	-7	0.1
33	NNc1nc2sc3c(c2c(=O)n1Cc1ccccc1)CCC3	-2	6	8	-2	3	-20	1.5	-2	-4	-3	0.2
34	O=C(N/N=C/c1cn(CCOc2ccccc2)c2ccccc12)c1ccncc1	2	-11	-3	-1	-7	-18	-0.5	-21	-8	-15	2.1
35	CCCCn1c(=O)[nH]c(=O)c2c1nc(-c1cc(Cl)c(OC)c(OC)c1)n2C	1	6	0	0	-6	4	-0.5	9	1	-4	-1.2
36	O=C(CN1CCOCC1)Nc1ccccc1Sc1ccc(Cl)cc1	nt	9	-1	2	-5	5	-1.9	15	0	-5	-0.3
37	O=C(CSc1nc(C2CCCCC2)n(-c2ccccc2)n1)NCC(F)(F)F	11	1	-4	3	3	86	0.5	-8	-4	2	0.4
38	Cc1nc2ccccc2c(=O)n1NC(=O)c1ccc([N+](=O)[O-])cc1Cl	-3	-9	-3	-9	-4	17	0.0	0	-1	1	-8.5
39	COC(=O)c1c(NC(=O)C2C3C=CC(CC3)C2C(=O)O)sc(C)c1C (centres undefined)	2	5	-3	20	1	-8	0.1	5	0	4	0.9
40	Nc1nc(N)nc(Cc2ccccc2O)n1	1	0	nt	-14	2	-15	2.1	-9	3	-2	0.1
41	CCOC(=O)c1cnc(SCC(=O)NCc2ccco2)nc1N	-2	-4	1	-2	9	-31	-1.2	nt	-2	-5	-1.3
42	O=C(CNC(=O)c1ccccc1F)NCC(c1cccs1)N1CCOCC1 (centres undefined)	-7	2	-2	1	-2	-8	0.7	8	-6	0	-1.6
43	O=C(Nc1ccc(Cl)c(Cl)c1)N1CCC(N2CCCCC2)CC1	-1	14	8	-12	9	61	-0.5	-2	-6	-6	0.7
44	CC(C)[C@H](NC(=O)c1ccc(Cl)cc1)C(=O)OCC(=O)N1CCN(c2ccccc2)CC1	1	-1	1	-1	-7	-19	-0.6	nt	-1	1	0.0
45	Cc1cc(C)cc(N2CCCn3c2nc2c3c(=O)n(CCN3CCOCC3)c(=O)n2C)c1	6	-12	2	-3	-1	10	-1.1	2	-2	2	-1.0
46	CC(C)NC(=O)CC1Nc2c3ccccc3nc(=S)n2C1=O (centres undefined)	5	-7	0	-5	1	7	0.0	-19	0	7	-0.5
47	O=C(CN1C(=O)NC2(CCCCC2)C1=O)Oc1ccc2ccc(=O)oc2c1	2	-11	-2	-9	1	3	0.4	-80	-8	7	-2.1
48	COc1ccc(/C=C/C(=O)c2ccncc2)c2ccccc12	-1	-16	29	-3	-8	-36	1.8	9	-2	-10	0.7

# By substructure, those above containing an aryl thioether with sulfur outside any ring.
no.	SMILES	Rtt109 HAT inh	Cardiac RTF inh	NSD2 HMT inh	PvdQ inh	cardiac RTF act	Mot1-301 SUMO	LANA DNA inh	PfHsp90 set2	Keap1-Nrf2 PPI	dFosB activator	CDK5 inh
2	CCCCNC(=O)c1onc(CSc2ccccc2)c1C(=O)NCCCC	-5	1	nt	-9	-4	7	0.0	-2	-7	-13	-0.2
3	COc1ccc(NC(=O)CSc2nnc(COc3ccccc3)n2Cc2ccco2)cc1OC	-2	6	nt	-8	-7	249	-2.0	3	-5	-8	0.2
15	CSc1ccccc1NC(=O)Cc1ccc(Br)cc1	14	1	-2	6	-2	13	-0.2	-3	1	-2	-0.9
20	O=C(NCc1nnc(SCC(=O)N2CCOCC2)o1)c1ccccc1F	-3	2	-3	-20	-3	165	1.1	14	-3	2	-0.7
23	COc1cc2nc(CSc3ncn[nH]3)[nH]c(=O)c2cc1OC	9	0	5	-17	-2	556*	1.1	15	0	-5	0.3
36	O=C(CN1CCOCC1)Nc1ccccc1Sc1ccc(Cl)cc1	nt	9	-1	2	-5	5	-1.9	15	0	-5	-0.3
37	O=C(CSc1nc(C2CCCCC2)n(-c2ccccc2)n1)NCC(F)(F)F	11	1	-4	3	3	86	0.5	-8	-4	2	0.4
41	CCOC(=O)c1cnc(SCC(=O)NCc2ccco2)nc1N	-2	-4	1	-2	9	-31	-1.2	nt	-2	-5	-1.3

# Hits appear at their usual frequency (roughly 3.2% active in at least one column).
